Screens: PubChem BioAssay, Southern Research Specialized Biocontainment Screening Center
VEEV TC-83 Vero: inhibitors of VEEV TC-83 cytopathic effect, confirmation, Vero cells (AID 588727) | 0.13% of 350,000 active | one-dose inhibition, % at 20 µM; IC50 in µM for titrated hits | Vero cells, VEEV TC-83 cytopathic effect inhibition; higher % means a stronger effect; in the data active = a potency from the dose series; inconclusive = inhibition mostly from about 14% at the one dose, without a potency; inactive = the rest, 99 in 100 with inhibition below about 12%; note: strong numbers were not always called active
H37Rv inhibition: M. tuberculosis growth inhibition, HTS (AID 449762) | one-dose inhibition, % at 25 µM; IC50 in µM for titrated hits | M. tuberculosis H37Rv growth inhibition, 7H9 media; higher % means a stronger effect | 0.59% of 330,000 active; in the data active = a potency from the dose series; inconclusive = inhibition above about 70% without an active follow-up result;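 note: bacterial growth assessed after seven days of incubation; strong numbers were not always called active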
M. tuberculosis: growth inhibition of non-replicating M. tuberculosis (AID 488890). Mycobacterium tuberculosis non-replicating, growth inhibition; higher % means a stronger effect. one-dose inhibition, % at 25 µM; IC50 in µM for titrated hits. 0.39% of 320,000 active; in the data active = a potency from the dose series; inconclusive = inhibition mostly from about 82% at the one dose, without a potency; inactive = the rest, 99 in 100 with inhibition below about 76%;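 note: plate controls were DMSO cells for no effect and high antibiotic wells for full effect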
influenza NS1A: H1N1 influenza NS1A inhibitors, functional cell based assay (AID 504329). 0.3% of 340,000 active. one-dose inhibition, % at 12.5 µM; IC50 in µM for titrated hits. NS1A functional cell-based assay, percent inhibition; higher % means a stronger effect; in the data active = a potency from the dose series; inconclusive = inhibition above about 27% without an active follow-up result; note: strong numbers were not always called active
Salmonella PhoP GFP: PhoP regulon inhibitors, Salmonella typhi PhoP promoter GFP reporter, confirmatory (AID 1850). 0.33% of 310,000 active. one-dose inhibition, % at 50 µM; IC50 in µM for titrated hits. Salmonella Typhi PhoP-promoter GFP reporter, fluorescence, 4 h; higher % means a stronger effect; in the data active = a potency from the dose series; inconclusive = inhibition mostly from about 25% at the one dose, without a potency; inactive = the rest, 99 in 100 with inhibition below about 19%;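 note: 0% = induced wells with vehicle and 100% = uninduced wells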
VEEV TC-83 Vero 10K pilot screen: further read-out of VEEV TC-83 Vero, marked with its call; inhibition, %; measured here: 10K pilot screen inhibition
* = called active by the depositor; i = inactive; ? = inconclusive; nt = no result given.

SMILES | VEEV TC-83 Vero | H37Rv inhibition | M. tuberculosis | influenza NS1A | Salmonella PhoP GFP | others
c1ccc(NC2=NCCS2)cc1 | 0.1% | 7% | -4% | -3% | -3%
CCCOc1ccc(/C(O)=C2/C(=O)C(=O)N(c3ccccn3)C2c2ccc(OC)cc2)cc1C (centres undefined) | 0.8% | -3% | 71% | -27% | 9%
Cc1ccc(OCCCCc2c(C)n[nH]c2C)cc1 | 0.5% | ? | 8µM* | -15% | -2%
COc1ccc(/C=N\NC(=O)c2ccccc2Br)cc1COc1ccc(F)cc1 | 7.9% | -5% | -1% | -6% | -10%
Cc1cc(C(=O)NNC(=O)c2cccc([N+](=O)[O-])c2)n[nH]1 | 1.2% | -9% | -9% | -7% | nt
CCOC(=O)c1cnc(N2CC2)nc1N | 13% | nt | nt | 5% | nt
CSc1ccccc1NC(=O)Nc1cccc(Cl)c1C | i | -1% | 4% | 6% | -3%
CCOC(=O)CSc1nnc(-c2ccco2)n1-c1ccccc1 | 1.4% | -7% | 13% | 3% | 4%
O=C(NCCc1nnc2ccc(NCCCN3CCOCC3)nn12)c1ccccc1F | i | -7% | -3% | -20% | 3%
Cc1c(OC(C)C(=O)O)ccc2c3c(c(=O)oc12)CCCC3 (centres undefined) | 0.7% | -4% | 5% | -11% | 2%
Cn1cc(CC(=O)NCCCN2CCOCC2)c2ccccc21 | 0.6% | 4% | 5% | -15% | -8% | VEEV TC-83 Vero 10K pilot screen=0.1
CCOCCCNC(=O)c1ccc(/C=C2\Oc3ccccc3N(C)C2=O)cc1 | 0.7% | 3% | -5% | 17% | 2%
COc1ccc(OC)c(-c2nnc(-c3ccc(C)o3)o2)c1 | 4.9% | -11% | 5% | 6% | -1%
Cc1ccc2cc(CCNC(=O)CC(C)(C)C)c(=O)[nH]c2c1C | 11% | -1% | nt | 0% | 12%
C/C(=N\NC(=O)Cc1ccc(Cl)cc1)c1cccc(NC(=O)c2cccnc2)c1 | 2.8% | 2% | -10% | 2% | -6%
O=C(Cn1c(=O)oc2cc(S(=O)(=O)N3CCCC3)ccc21)NCc1ccccn1 | 0.5% | -8% | -4% | 6% | -14%
O=C(NCCNc1ccc(Cl)cc1[N+](=O)[O-])c1ccccc1F | 0.7% | -9% | 30% | 7% | -3%
CC(C)CCNC(=O)C1CCCN(S(=O)(=O)c2ccc3c(c2)CC(C)N3C(=O)C2CC2)C1 (centres undefined) | i | -5% | 20% | -2% | -9%
COc1ccccc1N(CC(=O)NCc1ccc(F)cc1)C(=O)CCC(=O)Nc1ccccn1 | 7.9% | -5% | -5% | -3% | 8%
CCc1ccc(NC(=O)C(=O)NCC2CCCN2S(=O)(=O)c2cccs2)cc1 (centres undefined) | 6.4% | 23% | 22% | -1% | 5%
CN(CCCC(=O)N1CCCC(C(N)=O)C1)S(=O)(=O)c1ccc(F)cc1 (centres undefined) | i | -1% | -2% | 8% | -24%
Cc1cc(C)c(C(N)=O)c(Nc2ccc(F)cc2)n1 | 0.9% | 2% | -10% | -9% | 3%
Cc1sc2nc(CSc3ncn[nH]3)[nH]c(=O)c2c1C | 3.0% | 6% | 11% | 14% | 6%
CCc1cc(=O)oc2cc(OCC(=O)NCCN3CCOCC3)c(Cl)cc12 | 0.2% | 4% | 8% | 8% | -9%
O=C(Nc1ccc(C(=O)O)cc1)/C(=C\c1ccco1)NC(=O)c1ccccc1 | 0.8% | -6% | -1% | 8% | -1%
COc1ccc(CNC(=O)C2CCCC2)cc1 | 0.6% | -10% | 33% | -26% | 15%
CC(=O)c1ccc(OCC(O)CN2CCN(c3ccc(F)cc3)CC2)cc1 (centres undefined) | i | 2% | 2% | -5% | 10%
O=C(CCc1ccccc1)Nc1cc(C(F)(F)F)ccc1Cl | 3.6% | -6% | -4% | 6% | 5%
CCOC(=O)N1CCC(NC(=O)c2ccc(CS(=O)(=O)c3ccccc3C)o2)CC1 | 0.3% | 1% | -12% | 4% | 11%
CCN(C[C@H]1N[C@@](C)(C(=O)OC)[C@H]2C(=O)N(C)C(=O)[C@@H]12)C(=O)Nc1ccc(OC)cc1 | 0.8% | -3% | -11% | 1% | nt
O=C(CCC(=O)c1cccs1)NC(c1ccccc1)c1ccccc1 | 11% | 9% | -11% | 3% | 3%
Cc1c(C(=O)N(C)c2cccc(Cl)c2)cnn1-c1ccccc1 | 0.1% | 1% | 14% | -5% | 0%
O=[N+]([O-])c1cc2ccccc2nc1-c1ccccc1 | 0.5% | nt | nt | 9% | nt
CCOc1ccc(C(C)=O)cc1COc1ccc(C)nc1[N+](=O)[O-] | 0.8% | 2% | 11% | -5% | 12%
c1ccc(CCc2cccnc2)cc1 | 1.4% | nt | nt | 0% | nt
O=C(CCCc1ccccc1)NCc1ccccc1Cl | i | 1% | 10% | 1% | 6%
CCOCCC(=O)Nc1cc(Cl)ccc1OC | 5.9% | 8% | 10% | 1% | 4% | VEEV TC-83 Vero 10K pilot screen=0.9
CC(C)COC(=O)C1[C@H]2C(=O)N(Cc3cccs3)C[C@]23C=C[C@H]1O3 (some centres undefined) | 0.6% | 2% | 7% | 5% | 2%
Cc1ccc(CCNC(=O)Cn2cccc2)cc1 | 0.1% | -6% | 22% | 3% | -3%
CCOC(=O)N1CCN(C(=O)CSc2ccc(-c3ccc(OC)cc3)nn2)CC1 | 1.4% | 6% | 3% | 1% | 4%
CCOC(=O)c1cc(C)sc1NC(=O)CN1CCN(C(=O)C2CCCO2)CC1 (centres undefined) | 6.8% | -1% | 43% | 21% | -5%
COc1ccc2c(c1)C(=O)Nc1cc(Cl)ccc1N2 | i | 7% | -2% | 3% | -3%
CCN1CCc2nc(NC(=O)CC(c3ccccc3)c3ccccc3)sc2C1 | 0.9% | 12% | 60% | 8% | -14%
CCOc1ccccc1N1CCN(C(=O)COc2ccc3c(C)cc(=O)oc3c2)CC1 | 4.1% | 22% | 29% | -5% | -18%
Cc1ccc(CSc2nnc(-c3ccccc3N)c(=O)[nH]2)cc1 | 5.1% | 57% | 32% | 6% | 7%
Cn1c(CCNC(=O)c2ccccc2)nc2cc(NC(=O)c3ccco3)ccc21 | 3.9% | 4% | -21% | -21% | -6%
NC(=O)c1ccc(C(F)(F)F)cn1 | 1.6% | 1% | -6% | 7% | -3%
CC(C)CNC(=O)NC(=O)CSc1nc2ccccc2n1CC(C)C | 1.8% | 8% | 33% | -12% | 6%
CCOC(=O)N1CCN(C(=S)NCCOC)CC1 | 1.3% | -5% | 11% | -11% | -9%
O=C(NN1C(=O)/C(=C/c2cccs2)SC1=S)c1ccccc1 | 1.0% | -2% | -5% | 0% | -1%

The listing continues.
SMILES | VEEV TC-83 Vero | H37Rv inhibition | M. tuberculosis | influenza NS1A | Salmonella PhoP GFP | others
C=CC(O)Cc1c(C)n[nH]c1C (centres undefined) | 3.8% | nt | nt | 23% | 0%
COc1cc(S(N)(=O)=O)c(OC)cc1N | i | -5% | 0% | 0% | -16%
COC(=O)c1ccc(OCC(=O)NC2CCCCCCC2)cc1 | i | 12% | 42% | -9% | nt
CCOC(=O)N1CCN(C(=O)CN(CC)S(=O)(=O)c2cc(C)ccc2OC)CC1 | 9.4% | 9% | 5% | 21% | 4%
CSc1ccc(Cl)c(C(=O)N2CCN(c3ncccn3)CC2)c1 | 0.4% | -9% | 1% | -5% | nt
CNc1n[nH]c(=S)s1 | i | 1% | -5% | 10% | 1%
CCC(c1nnc(SCC(=O)N2CC(=O)Nc3ccccc32)n1Cc1ccccc1)N(C)C (centres undefined) | 2.8% | -3% | 6% | -2% | 8%
CC1(C)CC(N(CCc2ccccc2)Cc2ccccc2)CCO1 (centres undefined) | i | 8% | 5% | 8% | 10%
CC1CCN(C2=NC(=O)/C(=C/c3cn(-c4ccccc4)nc3-c3cccc(S(=O)(=O)N(C)C)c3)S2)CC1 | 4.5% | -8% | -1% | -9% | -3%
CN(C)C(CNC(=O)CCc1nc2ccccc2s1)c1ccccc1 (centres undefined) | 1.5% | -1% | 2% | -10% | 1%
Cc1cccc(OCc2nnc(SCC(=O)N3c4ccccc4CC3C)n2C)c1C (centres undefined) | 9.5% | ? | 70% | 2% | 4%
Cc1noc(C)c1CSc1nnc(-c2ccccc2)o1 | 3.1% | -1% | ? | -1% | -15%
C=CCNC(=S)N1CCN(CCN=CC2=C(O)CC(c3ccc(Cl)cc3)CC2=O)CC1 (centres undefined) | i | 7% | 44% | 4% | 3%
Cc1nc2c(-c3ccccc3)cnn2c(N2CCOCC2)c1C | 1.3% | 6% | -8% | -10% | 0%
Cc1cc[n+](CCC(=O)O)c2ccccc12 | 0.4% | -6% | 20% | -1% | -1%
CCOC(=O)N1CCN(S(=O)(=O)c2ccc(Cl)cc2)CC1 | 1.0% | -2% | 12% | -1% | -3%
O=C(/C=C/c1ccc(F)cc1)Nc1cccc(S(=O)(=O)N2CCOCC2)c1 | 1.6% | -10% | 18% | -11% | nt
CCCCNC(=O)COn1nnc2ccc(S(=O)(=O)N3CCOCC3)cc21 | i | -13% | -14% | -9% | 2%
CCOc1ccc(C2C(C#N)=C(N)Oc3cc(C)[nH]c(=O)c32)cc1OC (centres undefined) | i | -13% | -8% | -6% | -5%
COCCn1c(SCC(=O)N2CCCCC2)nc2cccnc21 | i | -13% | -9% | 3% | -2% | VEEV TC-83 Vero 10K pilot screen=0.4

Quoted at random: two compounds from above, in no set order.
SMILES | VEEV TC-83 Vero | H37Rv inhibition | M. tuberculosis | influenza NS1A | Salmonella PhoP GFP | others
CCOC(=O)N1CCN(S(=O)(=O)c2ccc(Cl)cc2)CC1 | 1.0% | -2% | 12% | -1% | -3%
CCOc1ccc(C2C(C#N)=C(N)Oc3cc(C)[nH]c(=O)c32)cc1OC (centres undefined) | i | -13% | -8% | -6% | -5%

Molecules shown so far that have a COOH group:
SMILES | VEEV TC-83 Vero | H37Rv inhibition | M. tuberculosis | influenza NS1A | Salmonella PhoP GFP | others
Cc1c(OC(C)C(=O)O)ccc2c3c(c(=O)oc12)CCCC3 (centres undefined) | 0.7% | -4% | 5% | -11% | 2%
O=C(Nc1ccc(C(=O)O)cc1)/C(=C\c1ccco1)NC(=O)c1ccccc1 | 0.8% | -6% | -1% | 8% | -1%
Cc1cc[n+](CCC(=O)O)c2ccccc12 | 0.4% | -6% | 20% | -1% | -1%

Next structures follow.
SMILES | VEEV TC-83 Vero | H37Rv inhibition | M. tuberculosis | influenza NS1A | Salmonella PhoP GFP | others
C[C@@H](C(=O)N1CCNCC1)n1cc(CCC(=O)O)nn1 | i | -1% | -6% | 12% | 9%
Oc1ccc(Oc2ccc(Oc3ccc(O)cc3)cc2)cc1 | 0.8% | -10% | 69% | -3% | 0%
COc1ccc(C(=O)N/C(=C\c2ccco2)C(=O)NCc2cccnc2)cc1 | 0.7% | -6% | -12% | 4% | -2%
CS(=O)(=O)N1CCN(c2ccccc2NC(=O)c2cccnc2Cl)CC1 | 1.0% | -12% | 0% | 12% | -6%
CC(=O)c1ccc2c(c1)OCO2 | i | -4% | -6% | -3% | 6%
CCCN=C1CC(C)(C)CC(=O)/C1=C(/O)CCCN1C(=O)c2ccccc2C1=O | 0.8% | 6% | -3% | -10% | -4%
CC(C)(C)N(NC(=O)Nc1ccccc1)C(=O)c1ccccc1Cl | 0.4% | 3% | 4% | -12% | -5%
CC(C)=CCC12Oc3cc(O)ccc3C1(O)Oc1cc(O)c([C@H]3C=C(C)CC(c4ccc(O)cc4O)[C@H]3C(=O)c3ccc(O)cc3O)c(O)c1C2=O (some centres undefined) | nt | -3% | 22% | nt | 3%
Clc1ccc(-c2nc3ncccn3c2Nc2ccc3c(c2)OCCO3)cc1 | 3.0% | 0% | -10% | 9% | 0%
COc1ccc(Nc2ccccc2)c(C)c1 | i | -2% | 1% | 17% | 5%
O=C(NCCN1CCCCC1)c1cc(Cl)ccc1Cl | 0.2% | 0% | 3% | -2% | -5%
C#CCNc1c(C)c(C)nc2ncnn12 | 0.9% | -4% | 0% | -3% | -3%
Cc1sc2ncnc(SCC(=O)N3CCCC(C(N)=O)C3)c2c1C (centres undefined) | 0.8% | 1% | 2% | -10% | -8%
COc1ccc(NC(=O)CN(C)C(=O)c2ccc(COc3ccccc3)cc2)cc1 | 0.1% | -9% | 6% | -8% | nt
CC1CCN(S(=O)(=O)c2ccc(NC(=S)NC(=O)c3ccc(Cl)cc3)cc2)CC1 | 1.8% | 0% | 17% | 2% | 16%
COc1cccc(NC(=O)C(=O)N/N=C/c2cc(C)n(-c3ccc(Cl)c(Cl)c3)c2C)c1 | 0.7% | 7% | 12% | 6% | -1%
O=C(CSc1nc2ccccc2c(=O)n1NC(=O)c1ccccc1)c1ccccc1 | 2.7% | 3% | 19% | 2% | 16%
